Screening results: PubChem BioAssay, several laboratories
JMJD2C inh = inhibitors of GASC-1 histone demethylase, primary screen, biochemical, fluorescence, DELFIA europium; GST-JMJD2C(1-420) H3K9me3 demethylation; AID 2099, 2009; 330,000 tested, 0.069% active; Lysine-specific demethylase 4C (Homo sapiens), Q9H3R0; inhibition, % at 2.35 µM;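 active = more than half of a compound's replicate wells show inhibition beyond 50%, single wells judged on their own value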;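 note: signal counts dimethyl H3K9 product captured on neutravidin plate; 0% = median of DMSO wells and 100% = 0.3 times that DMSO median; strong numbers were not always called active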
Target sequence (Q9H3R0 1-420 limits assumed): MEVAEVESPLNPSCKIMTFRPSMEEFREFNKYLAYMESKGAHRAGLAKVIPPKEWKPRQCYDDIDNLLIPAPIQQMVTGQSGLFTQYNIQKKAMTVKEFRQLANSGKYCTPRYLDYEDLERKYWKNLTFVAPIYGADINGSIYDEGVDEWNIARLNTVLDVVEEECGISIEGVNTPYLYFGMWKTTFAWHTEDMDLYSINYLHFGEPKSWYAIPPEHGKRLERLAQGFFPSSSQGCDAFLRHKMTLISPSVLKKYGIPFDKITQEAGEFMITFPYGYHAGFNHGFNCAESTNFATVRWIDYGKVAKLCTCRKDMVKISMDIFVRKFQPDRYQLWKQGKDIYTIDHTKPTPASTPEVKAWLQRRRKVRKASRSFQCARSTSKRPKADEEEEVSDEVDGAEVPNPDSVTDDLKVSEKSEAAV
CR mimetic SO = reduction of superoxide in aged yeast, primary screen, HTS; superoxide response (% of plate mean), % at 10 µM; 330,000 tested, 0.18% active; AID 2690, 2010; S. cerevisiae aged cells, superoxide DHE fluorescence; hits give low values;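 active = superoxide response under a set limit, about three screen SD below normal, cut at about 65% in these data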;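 note: yeast aged for seven days with compound at 30 °C before DHE staining; 100% = average MFI of all compound-treated wells on the plate with controls excluded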
ZTA counter = ZTA (EBV) inhibition in EBNA-1 counter-screen. inhibition, % at 11 µM. 320,000 tested, 0.15% active. ZTA-DNA binding, fluorescence polarization; in the data active = inhibition above about 33%
Target sequence (P03206 whole entry, looked up): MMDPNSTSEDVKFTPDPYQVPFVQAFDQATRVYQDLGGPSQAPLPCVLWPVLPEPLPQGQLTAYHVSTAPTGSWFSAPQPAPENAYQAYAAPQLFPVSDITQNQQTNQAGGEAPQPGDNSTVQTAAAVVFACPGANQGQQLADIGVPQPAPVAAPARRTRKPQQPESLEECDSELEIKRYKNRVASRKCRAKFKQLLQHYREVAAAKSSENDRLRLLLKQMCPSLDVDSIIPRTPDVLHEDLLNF
CTSL1 counter = Fasciola hepatica cathepsin L1 inhibitors, primary screen, counter-screen for PFM18AAP inhibitor project, biochemical, QFRET, fluorogenic peptide substrate; inhibition, % at 5.96 µM; recombinant F. hepatica cathepsin L1, Z-Leu-Arg-MCA fluorescence; 300,000 tested, 0.49% active;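 active = inhibition above the mean of all tested compounds plus 3 SD, set per screening campaign, cut at about 17% in these data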;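 note: 0% = plate median of test compound wells and 100% = 1 µM Z-Phe-Ala-diazomethylketone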
TPT1 inh = Candida albicans TPT1 enzyme inhibitors, primary screen, biochemical, fluorescence polarization | recombinant caTPT1, FP RNA substrate dephosphorylation | inhibition, % at 5 µM | 300,000 tested, 0.81% active | AID 1962, 2009;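 active = inhibition above the mean of all tested compounds plus 3 SD, set per screening campaign, cut at about 24% in these data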;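 note: plate controls were DMSO alone for no effect and ferristatin control at 100 nM for full effect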
PP1 counter = PP1-alpha phosphatase inhibitors, primary screen, counter-screen for PP5 inhibitor project, biochemical, fluorescence, OMFP substrate, single point; Serine/threonine-protein phosphatase PP1-alpha catalytic subunit (Homo sapiens), P62136; purified PP1alpha; inhibition, % at 6.7 µM; 320,000 tested, 0.9% active;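 active = inhibition above the mean inhibition of all tested compounds plus 3 SD, computed separately for each screening campaign, cut at about 15% in these data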
Target sequence (P62136 whole entry, looked up): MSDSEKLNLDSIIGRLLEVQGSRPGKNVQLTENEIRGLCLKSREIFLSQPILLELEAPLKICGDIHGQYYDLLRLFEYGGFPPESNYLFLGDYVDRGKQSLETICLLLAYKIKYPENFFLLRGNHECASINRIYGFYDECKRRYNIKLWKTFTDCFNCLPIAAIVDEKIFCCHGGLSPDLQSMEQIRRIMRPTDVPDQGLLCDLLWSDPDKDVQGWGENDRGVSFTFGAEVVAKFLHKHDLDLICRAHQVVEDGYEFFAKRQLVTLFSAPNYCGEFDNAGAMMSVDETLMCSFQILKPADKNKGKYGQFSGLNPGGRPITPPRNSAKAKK
PP5 inh = PP5 phosphatase inhibitors, primary screen, biochemical, fluorescence | 320,000 tested, 0.18% active | purified PP5c, OMFP substrate fluorescence | Serine/threonine-protein phosphatase 5 (Homo sapiens), P53041 | inhibition, % at 6.7 µM;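 active = inhibition above the campaign's mean inhibition across all tested compounds plus 3 SD, cut at about 9.5% in these data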;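 note: 0% = DMSO only and 100% = 100 µM cantharidin control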
HCV core dimer = inhibitors of HCV core protein dimerization, primary screen, biochemical, TR-FRET, high-throughput | TR-FRET GST/Flag-core106 dimerization, 1536-well | inhibition, % at 5 µM | 300,000 tested, 0.33% active | AID 1899, 2009;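 active = inhibition above the mean of all tested compounds plus 3 SD, set per screening campaign, cut at about 45% in these data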
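Test system: GST/Flag-tagged HCV core106 proteins; Medium: KF-containing HEPES buffer, pH 7.45, DTT, CHAPS, BSA; Times: compound-protein-antibody incubation 4 h at 22.5 °C; Detection: TR-FRET 671 and 617 nm emission; Benchmarks: wells lacking GST-core106 and wells with excess unlabelled core106.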
EBNA-1 inh = EBNA-1 DNA-binding inhibitors, primary screen, biochemical, fluorescence polarization; inhibition, % at 14.8 µM; 300,000 tested, 0.34% active; AID 1950, 2009; in the data active = inhibition above about 28%
Active calls of the source: *; i = inactive; · = no result given; & = joins results of further samples.

The line under a structure holds: JMJD2C inh	CR mimetic SO	ZTA counter	CTSL1 counter	TPT1 inh	PP1 counter	PP5 inh	HCV core dimer	EBNA-1 inh
- CCOc1cc(CNc2ccc(O)cc2)ccc1OCc1ccc(Cl)cc1Cl
  16.4	104.0	1.0	-2.9	-0.3	1.0	8.7	0.7	-12.6
- COc1ccc(Cl)cc1NC(=O)CN(C)C(=O)c1ccc(N2CCCCC2)c([N+](=O)[O-])c1
  1.6	101.1	-20.1	2.2	-1.2	-5.0	0.4	-4.3	-14.5
- COc1ccc(NC(=O)Cc2c(F)cccc2Cl)c(OC)c1
  -0.4	99.5	0.7	14.5	-2.4	-3.2	1.8	-0.6	1.7
- NC(=O)c1ccc(NC(=O)c2ccc(COc3ccc(F)cc3)o2)cc1
  4.0	91.5	-2.8	·	·	-0.7	-0.8	·	·
- Cc1ccc(S(=O)(=O)Nc2cc(S(=O)(=O)N3CCCCC3)ccc2N2CCOCC2)cc1
  -1.1	83.3	-24.0	1.4	2.8	1.4	-4.8	5.9	-1.0
- Cc1ccccc1NC(=O)C(=O)NCCCN1CCCC1=O
  -4.4	99.4	8.6	-3.1	3.2	-3.0	-0.6	-3.8	-4.8
- Cc1c(Br)c([N+](=O)[O-])nn1C(C)C(=O)N1CCc2ccccc2C1 (stereo not drawn)
  -3.2	94.4	-10.1	5.7	-0.8	-1.5	3.3	-23.4	-11.9
- CC(O)CNc1nc(Cl)c(C#N)s1 (stereo not drawn)
  1.5	105.2	23.9	-0.9	0.4	-2.8	0.6	3.2	1.2
- O=C(O)c1ccccc1-c1ccccc1C(=O)NNc1ccccc1
  5.7	93.3	4.1	2.3	0.8	0.5	-0.7	1.2	8.2
- Cc1cccc(NC(=O)C2(c3cccs3)CCOCC2)n1
  7.0	86.0	1.9	-2.7	-6.9	0.1	-0.1	-5.3	4.9
- O=C(O)c1ccccc1SCc1cn2cc(Br)ccc2n1
  56.8	105.6	-8.0	-0.3	-1.6	-1.5	-0.1	-6.9	-11.0
- Cc1ccc(C(C)C)c(OCC(=O)Nc2ccc(Cl)cn2)c1
  -8.6	91.9	0.7	0.4	0.3	-1.0	0.2	-1.9	-5.7
- COc1ccc(NC(=O)c2ccc3c(c2)NC(=O)CS3)cc1
  -2.8	83.5	6.2	·	·	3.2	0.3	·	·
- CCOc1ccc(NC(=O)CN(Cc2ccccc2)S(C)(=O)=O)cc1
  0.6	97.3	-10.4	-0.2	-5.8	-1.2	1.0	-7.6	-5.5
- CCc1ccc2[nH]c(=O)c(CN(CCCN3CCOCC3)C(=O)Nc3ccccc3)cc2c1
  5.4	107.9	-8.6	8.4	3.3	-0.8	1.4	1.5	-18.0
- CCOC(=O)NN1C(=O)c2ccccc2NC1c1ccc(OC)cc1OC (stereo not drawn)
  5.4	107.0	14.5	-5.8	-4.7	-2.3	0.3	-1.0	6.5
- CC(=O)[C@H]1[C@H](c2cccc(Cl)c2)C(C#N)(C#N)[C@@H]2c3ccccc3C=CN21
  4.2	124.7	-0.6	-14.0	9.5	3.1	1.9	22.0	-3.1
- COc1ccccc1NC(=O)CNC(=O)c1ccc(Br)o1
  -10.6	94.9	4.7	0.6	0.1	-0.6	-0.1	-2.7	-9.6
- CC(O)CCC(=O)NCCNC(=O)CCC(C)O (stereo not drawn)
  -1.5	102.8	8.2	-0.1	4.2	-4.5	3.8	4.0	5.3
- Cc1ccc(C)c(S(=O)(=O)n2cnc3ccccc32)c1
  1.6	105.1	-5.4	5.6	-1.6	-5.9	-1.2	0.6	-4.7
- CC(=O)N1CC=C2C(C#N)=C(N)C(C#N)(C#N)C(CCc3ccccc3)C2C1 (stereo not drawn)
  -3.2	110.2	-0.4	-1.0	3.5	1.0	1.5	1.3	3.1
- CC(C)c1ccc(/C=C/C(=O)CCC(=O)O)cc1
  -9.3	94.1	5.7	5.6	-0.9	-1.4	-1.0	-0.4	4.0
- O=C(CNCCC1=CCCCC1)Nc1ccccc1N1CCCCC1
  -0.9&-0.8	101.5	-2.5	1.9	0.8	3.1	5.5	4.0	-5.6
- Cc1ccc(N2CC(C(=O)Nc3ccc(N4CCOCC4)cc3)CC2=O)cc1C (stereo not drawn)
  -12.5	101.7	8.0	-8.3	-1.0	0.3	-0.2	-4.0	-10.0
- CCCc1nnc(NC(=O)CNc2ccc(F)cc2)s1
  6.3	96.8	-17.4	2.5	-4.7	-0.4	1.8	-1.3	-9.4
- CCCn1c(N)c(C(=O)CSc2nnnn2-c2ccc(O)cc2)c(=O)n(C)c1=O
  1.1	92.5	-0.6	3.1	0.5	-0.6	0.0	0.7	-0.5
- Cc1cc(C)cc(N(CC(=O)NCc2ccco2)S(=O)(=O)c2ccccc2)c1
  -5.5	100.4	1.8	0.9	-1.9	-0.8	3.1	-9.4	-4.4
- CC(C)NC(=O)c1ccc(NC(=O)CC2SC(N3CCCC3)=NC2=O)cc1 (stereo not drawn)
  0.1	79.6	9.4	·	·	-4.8	-0.9	·	·
- C/C(=N\NC(=O)C1COc2ccccc2O1)c1cccs1 (stereo not drawn)
  -8.2	92.7	-11.3	-2.9	0.2	0.9	3.9	-10.0	-4.4
- O=C(NCCOC(=O)C1COc2ccccc2O1)C1COc2ccccc2O1 (stereo not drawn)
  3.9	97.7	6.1	-4.3	-2.3	-3.3	-0.2	3.7	-7.9

Rewritten tab-delimited: part of the list above
SMILES	JMJD2C inh	CR mimetic SO	ZTA counter	CTSL1 counter	TPT1 inh	PP1 counter	PP5 inh	HCV core dimer	EBNA-1 inh
COc1ccccc1NC(=O)CNC(=O)c1ccc(Br)o1	-10.6	94.9	4.7	0.6	0.1	-0.6	-0.1	-2.7	-9.6
CC(=O)N1CC=C2C(C#N)=C(N)C(C#N)(C#N)C(CCc3ccccc3)C2C1 (stereo not drawn)	-3.2	110.2	-0.4	-1.0	3.5	1.0	1.5	1.3	3.1
CC(O)CNc1nc(Cl)c(C#N)s1 (stereo not drawn)	1.5	105.2	23.9	-0.9	0.4	-2.8	0.6	3.2	1.2
Cc1cccc(NC(=O)C2(c3cccs3)CCOCC2)n1	7.0	86.0	1.9	-2.7	-6.9	0.1	-0.1	-5.3	4.9
CCCc1nnc(NC(=O)CNc2ccc(F)cc2)s1	6.3	96.8	-17.4	2.5	-4.7	-0.4	1.8	-1.3	-9.4

Additional structures.
The line under a structure holds: JMJD2C inh	CR mimetic SO	ZTA counter	CTSL1 counter	TPT1 inh	PP1 counter	PP5 inh	HCV core dimer	EBNA-1 inh
- O=C(CN1C(=O)c2cccnc2Oc2ccc(Cl)cc21)NC1CCCC1
  -12.6	86.8	9.2	1.7	-4.4	-1.0	0.7	-15.4	14.6
- COc1cccc(NS(=O)(=O)c2ccc3c(c2)C2C=CCC2C(c2ccc(C(=O)O)cc2)N3)c1 (stereo not drawn)
  -12.6	90.0	38.5*	-3.5	16.7	14.8	1.1	10.6	-0.8
- O=C1C2C3C=CC(C4CC34)C2C(=O)N1c1ccc2c(c1)OCO2 (stereo not drawn)
  4.4	101.0	-5.0	-2.4	-0.5	-0.2	2.0	9.1	-10.9
- Cc1cccc(CC(=O)Nc2cc(=O)n(C)c(=O)n2C)c1
  1.5	92.2	-0.6	3.6	-1.5	1.3	-1.1	11.9	7.7
- COC(=O)c1c(-c2ccccc2)noc1C
  13.2	108.7	-0.6	-3.1	1.2	-3.2	0.7	1.5	1.4
- Oc1ccc(-c2cccc(-c3ccc(O)cc3)n2)cc1
  i	98.1	17.8	-17.1	5.3	0.8	6.4	1.1	4.1
- O=[N+]([O-])c1cccc(-c2ccc(/C=N/Nc3nc(N4CCCCC4)nc(N4CCCCC4)n3)o2)c1
  -16.0	93.5	2.0	-0.1	-0.9	-0.3	4.2	20.1	-4.5
- CCN(CC)S(=O)(=O)c1ccc(NC(=O)c2cc(-c3cccs3)nc3ccccc23)cc1
  -2.9	102.0	10.9	0.1	2.0	5.7	0.3	14.6	26.3
- O=C(c1cc(Br)c[nH]1)N1CCCCC1
  -5.2	118.4	14.4	-2.0	-1.1	-2.8	-2.0	-16.5	-7.1
- CC(=O)N1CN(CCCn2ccnc2)Cc2c1sc1c2CCCC1
  -4.6	94.1	-4.7	-1.4	-2.1	-0.7	0.2	0.4	-6.3
- CCCn1c(SCC(=O)Nc2cccc(C)n2)nc2c1c(=O)n(C)c(=O)n2C
  2.6	125.0	-18.8	1.9	-1.7	-2.0	-0.4	-1.0	-7.5
- CN1CCN(NC(=O)c2cc(S(=O)(=O)N3CCOCC3)c(Cl)cc2Cl)CC1
  -4.9	107.4	-14.6	1.9	-3.6	1.6	4.3	2.5	1.2
- CCc1nnc(NS(=O)(=O)c2ccc(NC(=O)c3cccc(OC)c3)cc2)s1
  -5.4	91.2	0.7	0.1	-0.3	-1.5	1.5	9.1	10.5
- COc1ccccc1-c1nc2n(n1)C(c1ccccc1Cl)C(C(N)=O)=C(C)N2 (stereo not drawn)
  5.3	93.2	6.4	-1.0	-3.5	-0.8	0.7	0.2	-0.4
- CCCNC(=S)N1CCN(c2nc(-c3cccc(OC)c3)cs2)CC1
  2.0	104.5	-0.6	3.5	-1.8	-3.0	0.9	-5.9	-9.4
- CCCc1c2ccccc2nc2ccccc12
  4.2	113.5	-13.5	-1.5	0.0	-1.8	4.2	-19.4	1.3
- Cn1c2ccc(F)cc2c2ncn(CC3CCCO3)c(=O)c21 (stereo not drawn)
  -8.2	92.2	-5.3	3.0	-0.7	-3.5	-2.1	-1.4	9.4
- CCCC/C=C1\CCc2c([nH]c3ccccc23)C1=O
  -5.2	108.0	-2.6	3.1	-0.5	1.8	2.0	5.9	-8.7
- CCc1ccc(-c2ccc3nnc(SCC(N)=O)n3n2)cc1
  3.0	94.6	-5.7	-2.9	2.4	3.6	-0.8	-0.2	-0.8
- CCCCSCCCNC(=O)c1cn(C)c2ccc(S(=O)(=O)N3CCCC3)cc2c1=O
  9.4	68.8	7.3	-1.6	-1.3	1.1	-0.6	9.2	-3.7
